# eIF4E-4G inh = inhibitors of eIF4E and eIF4G interaction in translation initiation; P63073+Q04637; TR-FRET eIF4E-eIF4GI(517-606) binding, 2 h; inhibition, % at 21.7 µM; actives 0.37% (n = 220,000); AID 782;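 active = inhibition above about 30%, limit read from the data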;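 note: 0% = full FRET control wells and 100% = background wells lacking eIF4GI fragment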
# Mdm2 ligase inh = inhibitors of human Mdm2 E3 ubiquitin ligase; actives 0.11% (n = 210,000); AID 1230; Q00987; cell-based MDM2 ubiquitination luciferase reporter, 2 h; 0 = plate control, 100 = twice control, blank-subtracted; signal enhancement, % at 5 µM;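 active = signal enhancement of 30% or more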;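 note: luminescence tracks abundance of the self-degrading MDM2-luciferase fusion protein; higher signal means inhibition of MDM2 E3 ligase activity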
#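 Material: Stable MDM2–luciferase fusion reporter cells | Amount: 2000 cells seeded into each well | Dosing: One concentration, 5 µM, with 0.2% DMSO | Incubation: 4 h cell settling then 2 h compound exposure, 37 °C | Measured by: Luciferase luminescence | Read-out basis: % enhancement relative to plate controls after blank subtraction | Benchmarks: Control and blank well means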
# 14-3-3 Bad inh = disrupts binding of bovine 14-3-3 zeta to phospho-Bad peptide. TR-FRET 14-3-3zeta/Dy647-pBad peptide displacement, 1 h. inhibition, % at 21.7 µM. actives 0.71% (n = 220,000). AID 781;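 active = inhibition above about 70%, limit read from the data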;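 note: 0% = full 14-3-3 plus peptide FRET controls and 100% = background without 14-3-3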
# FXIIa inh 1536 = factor XIIa (human) inhibition. inhibition, % at 5 µM. AID 800. P00748. actives 0.3% (n = 220,000). purified FXIIa, Boc-QGR-AMC fluorogenic substrate, 2 h; in the data active = inhibition above about 40%;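 note: 0% = enzyme with no compound and 100% = blank without enzyme; many of its hits are not listed in these tables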
# Target sequence (P00748 20-372 limits assumed): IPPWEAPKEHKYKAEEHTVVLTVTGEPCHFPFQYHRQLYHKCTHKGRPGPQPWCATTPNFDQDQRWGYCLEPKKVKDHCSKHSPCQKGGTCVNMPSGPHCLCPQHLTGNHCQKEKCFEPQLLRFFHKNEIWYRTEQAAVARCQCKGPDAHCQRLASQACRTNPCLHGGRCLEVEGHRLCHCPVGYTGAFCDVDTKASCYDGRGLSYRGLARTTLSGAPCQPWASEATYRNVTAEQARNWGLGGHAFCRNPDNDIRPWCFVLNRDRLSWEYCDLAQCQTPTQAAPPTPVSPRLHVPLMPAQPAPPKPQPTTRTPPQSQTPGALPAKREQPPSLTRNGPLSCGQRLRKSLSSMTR
# Target sequence (P00748 373-615 limits assumed): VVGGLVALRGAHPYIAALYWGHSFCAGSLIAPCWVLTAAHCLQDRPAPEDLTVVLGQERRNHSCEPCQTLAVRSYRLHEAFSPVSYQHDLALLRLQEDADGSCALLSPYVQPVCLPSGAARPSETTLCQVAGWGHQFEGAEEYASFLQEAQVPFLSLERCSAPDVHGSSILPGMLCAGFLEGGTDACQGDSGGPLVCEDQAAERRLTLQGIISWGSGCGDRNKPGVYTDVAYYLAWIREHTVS
# Rad51 HR inh = Rad51 (human) homologous recombination inhibition; Q06609; hRad51 DNA strand exchange, fluorescence dequenching; inhibition, % at 10 µM; actives 0.085% (n = 200,000); AID 1385;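 active = inhibition above 40% at the single screening dose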;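 note: 0% = DMSO control wells and 100% = blanks with heterologous ssDNA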
# Target sequence (Q06609 whole entry, looked up): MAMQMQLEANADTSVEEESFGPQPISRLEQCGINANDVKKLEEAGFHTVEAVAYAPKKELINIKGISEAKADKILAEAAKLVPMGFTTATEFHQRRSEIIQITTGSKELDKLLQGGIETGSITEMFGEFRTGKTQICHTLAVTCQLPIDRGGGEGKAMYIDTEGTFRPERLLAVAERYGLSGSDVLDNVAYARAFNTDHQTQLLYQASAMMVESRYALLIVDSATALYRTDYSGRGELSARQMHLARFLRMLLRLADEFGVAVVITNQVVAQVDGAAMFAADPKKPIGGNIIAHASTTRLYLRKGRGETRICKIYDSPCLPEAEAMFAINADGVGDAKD
#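 System: hRad51 filaments on single-stranded DNA; reagent: Fluorescein- and BHQ1-tagged 47-mer duplex; compound dosing: one concentration, 10 µM final; timing: filaments 15 min 37 °C, then compound 30 min; measured by: fluorescein emission 520 nm, excitation 485 nm; benchmarks: per-plate controls and blanks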
# FXIa inh = inhibitors of human coagulation factor XIa. AID 798. inhibition, % at 5 µM. purified FXIa, Boc-Glu-Ala-Arg-AMC fluorogenic substrate. actives 0.14% (n = 220,000);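 active = inhibition of at least 40%; inactive = inhibition below 40%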;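 note: fluorescence of freed AMC excited at 355 nm; 0% = enzyme without compound and 100% = no enzyme blank; many of its hits are not listed in these tables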
# p97 ATPase inh = inhibitors of human p97 ATPase. actives 0.42% (n = 220,000). P55072. inhibition, % at 8 µM. recombinant p97 ATPase, Kinase-Glo ATP luminescence, 3 h; in the data active = inhibition above about 15%;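 note: 0% = DMSO vehicle and 100% = wells lacking enzyme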
# hK5 inh = inhibitors of human kallikrein 5 | actives 0.59% (n = 210,000) | inhibition, % at 5 µM | recombinant hK5, fluorogenic AMC substrate cleavage | Q9Y337 | AID 873;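 active = inhibition of 40% or more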;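 note: 0% = enzyme controls without compound and 100% = no-enzyme blanks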
# Wee1 degr inh = inhibitors of human Wee1 degradation | reporter increase, % at 5 µM | actives 1.2% (n = 220,000) | HeLa Luc-Wee1K328M stability, luciferase luminescence; 100% = proteasome inhibitor MG132 effect;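 active = activation above the mean of all tested compounds plus 3 SD, set per screening run, cut at about 8.8% in these data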;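 note: cells exposed to compound for 20 h before luminescence read; 0% = DMSO alone and 100% = MG132 at 30 µM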
# The depositor's hits bear a star; x = not tested or not shown; & = joins results of further samples; [ ] = dose if it differs, or a comment. Random draw from the library; 3.5% or so of the library scored in one or more.
SMILES	14-3-3 Bad inh	hK5 inh	Mdm2 ligase inh	p97 ATPase inh	eIF4E-4G inh	FXIIa inh 1536	FXIa inh	Wee1 degr inh	Rad51 HR inh
Oc1ccc(Nc2ccnc3cc(Cl)ccc23)cc1	-10	0	1	-1	0	4	0	-2	-6
Cc1ccc(N(CC(=O)NC2CCCCC2)C(=O)c2ccc(C)s2)cc1	6	5	22	3	-10	18	2	-1	-4
COc1cccc(OC)c1C(=O)N1CC(C)OC(C)C1 (configuration not stated)	4	0	-9	4	0	12	3	5	-15
O=C1/C(=C/c2ccccc2)Nc2ccccc21	4[fluorescence artefact?]	7	-3	7	-3[fluorescence artefact?]	22	-10	2	x
COc1ccc(N=C2NC(=O)/C(=C/C=C/c3ccccc3)S2)cc1	-2	0	-3	7	-5	6	0	-2	18
Cc1ccccc1C(=O)NNC(=O)c1ccc(Br)cc1	4	4	-32	-1	0	9	1	3	13
COc1cccc2c1OC1(C)CC2NC(=O)N1c1cccc(C(=O)N2CCN(c3ccccn3)CC2)c1 (configuration not stated)	-3	-6	-5	4	1	12	2	-2	-1
O=S1(=O)C=CC(N2CCOCC2)C1 (configuration not stated)	-6	1	5	2	3	-4	7	-2	-1
O=C1c2cccnc2Oc2ccc(Cl)cc2N1Cc1ccc(F)cc1	16[fluorescence artefact?]	44*	-10	-5	-2	14	22	-1	-5
Cc1cc(C)c(C(=O)/C=C/c2ccc(C(C)C)cc2)c(=O)[nH]1	-4	-11	-7	-3	-5	4	-5	-2	x

# One compound at a time, as listed above. Order of screens: 14-3-3 Bad inh, hK5 inh, Mdm2 ligase inh, p97 ATPase inh, eIF4E-4G inh, FXIIa inh 1536, FXIa inh, Wee1 degr inh, Rad51 HR inh
# `O=S1(=O)C=CC(N2CCOCC2)C1` (configuration not stated) is listed with -6, 1, 5, 2, 3, -4, 7, -2, -1
# `COc1cccc2c1OC1(C)CC2NC(=O)N1c1cccc(C(=O)N2CCN(c3ccccn3)CC2)c1` (configuration not stated) is listed with -3, -6, -5, 4, 1, 12, 2, -2, -1
# `O=C1/C(=C/c2ccccc2)Nc2ccccc21` is listed with 4[fluorescence artefact?], 7, -3, 7, -3[fluorescence artefact?], 22, -10, 2, x
# `COc1ccc(N=C2NC(=O)/C(=C/C=C/c3ccccc3)S2)cc1` is listed with -2, 0, -3, 7, -5, 6, 0, -2, 18

# Further structures follow.
SMILES	14-3-3 Bad inh	hK5 inh	Mdm2 ligase inh	p97 ATPase inh	eIF4E-4G inh	FXIIa inh 1536	FXIa inh	Wee1 degr inh	Rad51 HR inh
CN(C)S(=O)(=O)c1ccc(C(=O)NCCSc2ccc(Br)cc2)cc1	7	-5	-10	-5	-1	14	4	3	19
CC(=O)NCCCCCCNC(C)=O	-2&0	-11	x	5&4	1&1	7	8	1&1	5
NCCCC[C@H]1CNC(=O)C(=O)N1CCc1cc(C(F)(F)F)cc(C(F)(F)F)c1	-3	-3	-4	x	-3	2	-4	x	12
COC(=O)c1cccc(-n2nnnc2SCC(=O)Nc2cc(C)on2)c1	-12	-5	-6	2	7	9	-5	-1	-4
CC1(C)CC(=O)C(Sc2nnc(-c3ccc(NS(C)(=O)=O)cc3)n2Cc2ccco2)C(=O)C1	7	0	-6	-4	4	26	19	-2	1
Nc1nc(F)nc2c1ncn2[C@@H]1O[C@H](CO)[C@@H](O)[C@@H]1O	-12[fluorescence artefact?]	-4	x	4	-8	9	4	0	7
CCOC(=O)C1=C(N)n2c(s/c(=C/c3ccco3)c2=O)=C(C(=O)OC)C1c1ccco1 (configuration not stated)	-15	8	-2	5	2	22	8	1	-5
CC(=Nc1ccc(C)cc1)c1sc2ccccc2c1O	10	-11	-6	1	1[fluorescence artefact?]	4	-6	8	-4
CC(C)(C)[C@@H]1C=C(C(N)=O)O[C@H](OCc2ccc(CO)cc2)C1	5	0	7	x	1	4	-1	x	7
Cc1ccc(NS(=O)(=O)c2cc(C(=O)N(C)C)ccc2C)cc1C	-12	-7	-9	1	-1	4	-3	1	-17
O=C(CCSCc1ccc(Cl)cc1)NCc1ccco1	-6	-11	-5	1	-1	3	-8	-2	7
O=C(Cc1ccc([N+](=O)[O-])cc1)N1CCc2ccccc2C1	-5	-13	-1	-1	5	11	3	-3	x
Cc1cccc(NC(=S)NNC(=O)c2ccc(Br)o2)c1	6	-18	10	4	0	15	-2	-1	-3
O=C(CSc1nnc2ccccn12)NCCc1ccc(F)cc1	-12	-3	-13	0	-1	3	-5	-3	-5
CCOC(=O)C1(C)NC(c2cccs2)C2C(=O)N(c3ccc(OC)cc3)C(=O)C21 (configuration not stated)	-6	3	-11	3	-2	3	-8	-4	2
COc1cc(NC(=O)CSc2nccc(C)n2)c(C(=O)O)cc1OC	14[fluorescence artefact?]	0	5	0	-1[fluorescence artefact?]	-2	-1	1	-1
CCOC(=O)C1=C(C)NC(=O)NC1c1ccccc1OCc1c(F)cccc1Cl (configuration not stated)	8	-27	-5	0	9	5	7	0	2
COc1ccc(CNC(=O)c2onc(C)c2Cl)cc1	8	-10	-14	3	-7	12	5	2	-3
Cc1ccc(C(=O)COC(=O)c2ccc3c(c2)C(=O)N(c2cccc4ncccc24)C3=O)cc1	88*	-12	-15	-1	21	11	0	7	3
CC(=O)c1ccc2c3c(cccc13)C(=O)N(CCc1ccccc1)C2=O	34	1	-11	-1	18	5	0	2	-8
CCn1c(SCC(=O)NC(=O)Nc2ccc3c(c2)OCCO3)nnc1-c1cccs1	-4[fluorescence artefact?]	-5	-16	-6	3	25	16	-1	0
Cc1ccc(-n2c(SCC(=O)N3Cc4ccccc4CC3C(=O)O)nnc2-c2cccnc2)c(C)c1 (configuration not stated)	-2	13	-6	1	4	15	4	2	7
S=C1NCCc2ccccc2C1c1ccccc1Cl (configuration not stated)	-8	-12	1	5	-2	18	12	5	2
O=C(CCN1C(=O)c2ccccc2C1=O)NCc1ccco1	33	-5	-8	2	-7	13	17	0	0
CCC(C)C(NC(=O)C(C)NC(=O)CNC(=O)OC(C)(C)C)C(N)=O (configuration not stated)	4	2	-9	1	-3	9	0	-3	-7
Cc1ccc(C(=O)NNC(=O)c2ccccc2-n2cccc2)cc1	-14	10	-10	6	6	10	1	-1	-5
O=C(c1ccccc1)c1ccc(COC(=O)c2cnccn2)cc1	-6	-18	-12	2	-7	-4	-4	0	21
Cc1ccc(NC(=O)c2cc(N3C(=O)C4CC=CCC4C3=O)ccc2N2CCOCC2)cc1Cl (configuration not stated)	-4	13	-10	4	-2	5	-4	-3	2
COc1ccc2c(c1)[nH]c1c(=O)n(CCCN3CCOCC3)cnc12	x	-1	-9	-4	x	12	8	0	-1
O=C(N[C@@H](Cc1c[nH]c2ccccc12)C(=O)O)c1ccc(Cl)cc1	-4	-3	-4	2	-3	6	-2	2	7
Cc1ccc(NC(=O)CC2C(=O)NCCN2C(=S)Nc2ccccc2)c(C)c1 (configuration not stated)	75*	-8	-11	-3	3[fluorescence artefact?]	1	1	-1	4
CN(CC(=O)Nc1ccc(N2CCOCC2)cc1)CC(=O)Nc1ccccc1C#N	-6[fluorescence artefact?]	-9	-12	1	3	2	1	-2	-7
CCOC(=O)C(=O)Nc1ccc(F)cc1	6	4	-13	4	0[fluorescence artefact?]	17	-14	4	2
O=C(COc1ccc(F)cc1)NCC1CCCO1 (configuration not stated)	6	1	1	5	-1	10	3	1	3
Cc1ccccc1S(=O)(=O)Cc1ccc(C(=O)N2CCN(c3cccc(C)c3C)CC2)o1	6	-1	-25	-2	2	16	3	-1	-8
CC(=O)Oc1ccc(OC(C)=O)c2c1CC(C)=C(C)C2	0	-2	x	-3	-3	11	0	-1	-4
CCCCCOC(=O)CCN1C(=O)/C(=C2\SC(=S)N(CCC(=O)OCCCCC)C2=O)SC1=S	1	2	-8	6	2	8	4	-4	x
C/C=C\C(=O)Nc1cccc(C2=NOC3(C2)C[C@@H](C(N)=O)N(C(=O)COc2ccc(Cl)cc2)C3)c1 (some centres not stated)	-2	-1	3	x	1	12	0	x	-11
O=C(c1cc2ccccc2oc1=O)N1CCCC1	14	-5	-8	-3	-2	18	4	3	5
CCOC(=O)c1sc2ncc([N+](=O)[O-])cc2c1N	6	0	-15	-2	2	10	-1	0	5
Fc1cc(F)cc(NC(=S)Nc2ccccc2N2CCOCC2)c1	9	-13	1	-1	-1	2	0	-3	5
CC1(C)[C@H]2CC=C(CN3CCC(N4CCC(C(=O)N5CCCC5)CC4)CC3)[C@@H]1C2	-8	5	6	2	-2	12	4	-3	-1
CC(OC(=O)c1cc2sccc2n1C)C(=O)NCCc1ccccc1 (configuration not stated)	-3	9	8	-7	2	14	6	0	0
O=C(O)c1ccc(S(=O)(=O)Nc2ccc(F)c(Cl)c2)cc1	9	-18	-10	-5	6	13	4	-2	-7
C/C(=N/OC(=O)c1ccc(Cl)cc1Cl)c1oc(C)nc1C	-5	-9	-6	4	1	7	-8	1	3
O=C(CSc1ncn[nH]1)N(C1CCCCC1)C1CCCCC1	-4	2	2	-3	6[fluorescence artefact?]	11	1	2	0
CC(C)(C)NC(=O)CSc1nc2ccccc2c(=O)[nH]1	6	-1	-11	2	-1	1	-4	9.6*	1
COc1ccc(CCNC2=NCCS2)cc1	3	4	3	2	5	4	8	-1	x
CC(C)c1ccc(S(=O)(=O)N2CCN(C(=O)c3ccco3)CC2)cc1	-5	-7	11	0	0	7	-3	-3	-21
CCOC(=O)c1oc2ccccc2c1NC(=O)CN1CCOCC1	-2	-5	0	0	-2	8	2	4	12

# Carrying on:
SMILES	14-3-3 Bad inh	hK5 inh	Mdm2 ligase inh	p97 ATPase inh	eIF4E-4G inh	FXIIa inh 1536	FXIa inh	Wee1 degr inh	Rad51 HR inh
COC(=O)CCC(=O)OC1(C)C(=O)C=C2C=C(C3CC3)N(C(CO)CO)C=C2C1=O (configuration not stated)	-6	2	11	x	-2	8	1	x	7
CCCCn1c(NCc2ccccc2O)nc2ccccc21	4	3	-11	7	-4	13	1	-1	-1
Oc1oc(-c2cccc3ccccc23)nc1C=NCc1ccccc1	1	-8	-13	4	4	9	0	-2	x
CCOc1ccc(C(=O)CN2CCN(S(=O)(=O)c3ccc(F)cc3)CC2)cc1	3	4	15	-2	3	10	7	1	x
CCN(CC)c1ccc(C(=O)OCC(=O)Nc2ccc3[nH]c(=O)[nH]c3c2)cc1	2	1	-21	5	11	8	2	-2	23
CN(c1ccc(C(=O)Nc2ccccc2C(=O)N2CCCC2)cc1)S(C)(=O)=O	-10	3	0	3	-3	14	-4	-1	1
COc1ccccc1C(=O)NCC(=O)Nc1ccccc1	8	1	-15	-2	-3	3	-6	-1	1
O=[N+]([O-])c1cc(S(=O)(=O)N2CCCC2)ccc1N/N=C/c1ccccn1	6	-3	-4	6	-4[fluorescence artefact?]	11	9	-2	x
CCCC12CN3CC(C)(CN(C1)C31C(=O)Nc3ccc(C)cc31)C2=O (configuration not stated)	-9	19	-13	2	-1	23	19	1	15
CCOC(=O)N1CCN(CC(O)COc2ccccc2C(C)C)CC1 (configuration not stated)	6[fluorescence artefact?]	1	4	-2	1	14	3	8	5

# Screens from PubChem BioAssay.
